Screens (PubChem)
EPAC1 ag = activates human EPAC1 exchange factor | O95398 | EPAC1 agonist qHTS, biochemical assay; response scale: 100% = response to 6.5 mM cAMP | Potency, µM (series often up to 154 µM), inactives show at the top dose activation, most hits filed as activators | 360,000 compounds, 0.073% hits; also: potency is read from the fitted curve at half-maximal effect; nearly all actives have a fitted effect of over 60% in size
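Nucleotide exchange assay: 100 nM EPAC1 with 250 nM Rap1B loaded with BODIPY-GDP and 50 uM GDP, room temperature. Fluorescence (480/540 nm) read every 5 min for 30 min; signal change normalized to 6.5 mM cAMP as full agonist.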
IL-2 act = activators of IL-2 | activation, % (series mostly up to about 46 µM) | 360,000 compounds, 0.065% hits | IL-2 activation reporter assay, cell-based qHTS; stimulated with anti-CD3/CD4/CD28 beads; in transgenic mouse T cells; in the data active = activation above about 50%; inconclusive = mostly about 30% to 49%; also: 0% is about no effect
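Using fluorescent plate cytometry, EGFP and DsRed are detected in transgenic mouse T cells stimulated 18 h at 37 degrees C with antibody-coated beads after 60 min compound pretreatment.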
PTHR1 ag = agonists of human PTHR1 parathyroid hormone receptor; 410,000 compounds, 0.075% hits; Q03431; AID 743266; HEK293 GP2 PTHR1 cells, GloSensor cAMP luminescence, 1 h; Potency, µM (titrated, usually from 115 µM), for inactives: at the top dose activation, usual class: activators; also: potency is read from the fitted curve at half-maximal effect; nearly all actives have a fitted effect of over 55% in size; some results filed as inactive show a strong effect at the top dose; inactives centre near -15; many of its hits are not listed in these tables
Target sequence (Q03431 whole entry, looked up): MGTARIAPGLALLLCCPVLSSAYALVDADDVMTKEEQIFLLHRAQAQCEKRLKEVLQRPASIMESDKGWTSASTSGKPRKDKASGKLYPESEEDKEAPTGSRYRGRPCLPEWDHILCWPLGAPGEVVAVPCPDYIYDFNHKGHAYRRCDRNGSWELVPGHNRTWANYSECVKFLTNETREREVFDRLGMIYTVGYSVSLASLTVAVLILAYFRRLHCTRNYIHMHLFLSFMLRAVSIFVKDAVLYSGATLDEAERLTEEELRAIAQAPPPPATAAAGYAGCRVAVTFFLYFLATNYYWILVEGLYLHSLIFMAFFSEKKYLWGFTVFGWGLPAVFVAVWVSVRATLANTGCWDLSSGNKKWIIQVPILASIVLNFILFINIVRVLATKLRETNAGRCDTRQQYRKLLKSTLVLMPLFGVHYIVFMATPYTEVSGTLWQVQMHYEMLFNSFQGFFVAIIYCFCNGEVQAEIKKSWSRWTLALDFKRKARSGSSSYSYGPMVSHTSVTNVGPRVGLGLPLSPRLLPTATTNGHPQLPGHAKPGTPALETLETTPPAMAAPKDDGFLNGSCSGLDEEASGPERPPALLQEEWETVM
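HEK-293-derived GP2 cells expressing PTHR1 and a GloSensor cAMP reporter, 3,000/well, plated overnight, given luciferin plus IBMX (each 0.5 mM as added) for 1 h at 37 °C, then compound for 1 h at 37 °C. Luminescence was read after 15 min at room temperature.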
GLP-1R inv ag = GLP-1 receptor (human) inverse agonism. P43220. Potency, µM (titrated, usually from 38.3 µM), for inactives: top-dose activity change, negative = inhibition, most hits filed as inhibitors. 410,000 compounds, 1.6% hits. HEK293 GLP-1R CRE-luciferase, luminescence, 24 h; GLP-1R form is constitutively active; also: potency is read from the fitted curve at half-maximal effect; % is scaled to controls: 0 for no effect and ±100 for the full control effect; nearly all actives have a fitted effect of over 55% in size
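Stable HEK293 clone (constitutively active GLP-1R + cAMP-response luciferase); 200 cells/uL plated, 12 h pre-culture, compound 24 hr, 37 deg C/5% CO2; detection reagent 12 min RT; luminescence.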
HEK293 tox = cytotoxicity in counter-screen for GLP-1R inverse agonists; Potency, µM (top dose mostly 38.3 µM), inactives show top-dose activity change, negative = inhibition, actives largely listed as inhibitors; HEK293 cAMP-luciferase reporter cells, luminescence, 24 h; 410,000 compounds, 0.13% hits;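 also: loss of luciferase light is scored as toxicity; potency is read from the fitted curve at half-maximal effect; % is scaled to controls: 0 for no effect and ±100 for the full control effect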
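1536-well qHTS counterscreen of the MLSMR; 200 cells/uL, 12 h pre-incubation, 23 nL cpd, 24 h at 37 deg C 5% CO2, luciferase detection reagent, 12 min RT, luminescence. Inhibition = undesired.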
EPAC1 antag = antagonists of human EPAC1; Potency, µM (series often up to 115 µM), without a hit: top-dose activity change, negative = inhibition, hits mostly inhibitors; EPAC1 GEF assay, Rap1b-BODIPY-GDP exchange fluorescence; 360,000 compounds, 0.14% hits; AID 720709; O95398;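 also: potency is read from the fitted curve at half-maximal effect; plate controls were vehicle for no effect and positive control for full effect; nearly all actives have a fitted effect of over 50% in size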
PLK1 PBD block = PLK1 (human) polo-box domain binding inhibition; Potency, µM, without a hit: max response, negative = inhibition, usual class: inhibitors; Plk1 PBD binding of FITC phosphopeptide, fluorescence polarization; 360,000 compounds, 2.8% hits; AID 720504; also: potency is read from the fitted curve at half-maximal effect; series mostly up to about 57 µM; % is scaled to controls: 0 for no effect and ±100 for the full control effect; nearly all actives have a fitted effect of over 65% in size
PI5P4K alpha inh = blocks human PI5P4K alpha kinase activity. PI5P4Kalpha enzyme, ADP-Glo luminescence, 60 min; stronger effect = lower value. max response, %. 330,000 compounds, 1.2% hits. AID 652105; active = max response of -50% or lower; inconclusive = between -30% and -50%; inactive = -30% or higher; also: value at the top dose of about 77 µM; % is scaled to controls: 0 for no effect and ±100 for the full control effect
Target sequence (P48426 whole entry, looked up): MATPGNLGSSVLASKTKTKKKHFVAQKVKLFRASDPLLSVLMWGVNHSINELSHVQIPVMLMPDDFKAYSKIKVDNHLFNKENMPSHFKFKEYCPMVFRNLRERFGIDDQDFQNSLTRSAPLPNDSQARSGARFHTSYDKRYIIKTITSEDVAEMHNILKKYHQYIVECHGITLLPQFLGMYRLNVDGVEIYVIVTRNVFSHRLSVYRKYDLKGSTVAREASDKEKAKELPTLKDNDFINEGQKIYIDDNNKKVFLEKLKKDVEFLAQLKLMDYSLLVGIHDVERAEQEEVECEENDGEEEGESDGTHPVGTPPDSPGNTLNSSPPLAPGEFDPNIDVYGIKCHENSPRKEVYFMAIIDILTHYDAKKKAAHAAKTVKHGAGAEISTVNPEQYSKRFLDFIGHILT
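ADP-Glo luminescence end-point read after a 60 min room-temperature kinase reaction of PI5P4Kalpha plus substrate, initiated with ATP at 5 microM final. Buffer: 0.038 M HEPES pH 7.4, EGTA, 0.1% CHAPS, 5% DMSO.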
GLP1R ag = agonists of human GLP-1 receptor; HEK293 GLP-1R CRE-luciferase, luminescence, 4-6 h; cells express a hypersensitive GLP-1R form; Potency, µM (highest dose often 45.6 µM), for the others: at the top dose activation, actives largely listed as activators; 380,000 compounds, 0.007% hits; also: potency is read from the fitted curve at half-maximal effect; % of control where 0% means no effect
An asterisk follows results filed as active; i = inactive; ? = inconclusive; / = not tested or not shown; [ ] = dose if it differs, or a comment. Unless noted, calls follow the shape of the dose curve; as a rule, active = well fitted curve in the direction sought with a large enough effect; inconclusive = small, poorly fitted or top-dose-only effect, or another doubt; inactive = no such curve, though single readings can be large; an effect the other way counts as inactive or inconclusive. Only part of the results is shown; the hit share may differ from the screen's.

SMILES,EPAC1 ag,IL-2 act,PTHR1 ag,GLP-1R inv ag,HEK293 tox,EPAC1 antag,PLK1 PBD block,PI5P4K alpha inh,GLP1R ag
CCOc1ccc(N=C2NN=C(c3cc(C)n(CC4CCCO4)c3C)CS2)cc1 (configuration not stated),-31.5%[inhibitor],-0.7,-9.2%,16.8%,6.9%,16.5%,-23.4%,-18.6,-1.4%
Cc1ccc(O)c(-c2cc(C(=O)Nc3ccc(S(=O)(=O)Nc4nc(C)cc(C)n4)cc3)[nH]n2)c1,-16.7%,-1.4,i,13.5%,11.3%,-22.0%,-7.5%,2.6,-1.0%
COc1cc(C(=O)OCC(=O)Nc2c(C)n(C)n(-c3ccccc3)c2=O)c([N+](=O)[O-])cc1OC,8.8%,1.3,-8.2%,10.2%,12.0%,-22.0%,-4.1%,-8.4,-3.8%
Cn1c(=O)c2c(ncn2CC(=O)OCC(=O)Nc2ccc(F)cc2Cl)n(C)c1=O,2.0%,-0.6,-19.0%,-3.9%,-3.8%,-6.2%,1.6%,-4.3,-22.9%
Cc1ccc(Oc2ccc(NC(=O)CSc3n[nH]c(N)n3)cc2)cc1,13.9%,1.1,i,-4.6%,-2.1%,-4.4%,-2.5%,-11.5,8.1%
COc1cccc(NC(=O)C(=O)NCCc2sc(-c3cccc(C)c3)nc2C)c1,/,/,i,10.3%,4.4%,/,/,/,11.2%
CC(Oc1ccc2c(-c3ccccc3)cc(=O)oc2c1)C(=O)N1CCOCC1 (configuration not stated),-22.0%,0.2,-16.5%,-7.4%,4.4%,-7.4%,0.8%,2.1,19.1%
CCOC(=O)c1ccc(-c2ccc(/C=N/NC(=O)CN(c3ccccc3Br)S(C)(=O)=O)o2)cc1,5.7%,0.2,i,42.6%[activator],2.6%,3.0%,-2.0%,1.3,-1.5%
COc1ccc(-c2cc(C(=O)NCc3ccc(Cl)cc3)no2)cc1OC,11.5%,0.5,-10.0%[57.5 µM],9.7%,6.8%,-2.1%,-6.5%,/,4.0%
CC1CN(C(=S)Nc2ccccc2F)CC(C)O1 (configuration not stated),6.9%,0.6,-19.6%,18.4%,5.7%,10.3%,-3.8%,-12.9,-1.1%

(further entries)
SMILES,EPAC1 ag,IL-2 act,PTHR1 ag,GLP-1R inv ag,HEK293 tox,EPAC1 antag,PLK1 PBD block,PI5P4K alpha inh,GLP1R ag
O=C(COC(=O)c1cc(Cl)nc(Cl)c1)NCc1ccc2c(c1)OCO2,2.7%,0.8,-22.2%,4.6%,-3.8%,9.2%,-10.6%,-5.3,0.8%
C=CC[C@H](CC(=O)N[C@H](CO)Cc1ccccc1)C(=O)N[C@@H](COC(=O)[C@@H](CC=C)Cc1ccc(F)cc1)Cc1c[nH]c2ccccc12,-4.5%,-2.4,22.9%,?,-2.3%,-9.7%,-13.8%,-0.8,-3.7%
N#C/C(=C\c1ccc(O)c([N+](=O)[O-])c1)C(=O)NCc1ccccc1,-11.5%,1.3,-76.5%[inhibitor],-25.5%,?,-5.8%,-3.7%,-50.3*,-4.3%
Cc1ccc(NC(=O)C2CCCN2C(=O)c2cccs2)cc1C (configuration not stated),5.7%,0.9,-10.0%,-14.4%,-29.8%,2.0%,-2.7%,-2.4,5.1%
COc1ccccc1C(=O)OCC(=O)N1CCC(Cc2ccccc2)CC1,0.3%,-0.4,-13.5%,-14.3%,-9.8%,-10.4%,-8.9%,-3.1,15.2%
CCC(C)(C)n1nnnc1C(c1ccccc1OC)N1CCSCC1 (configuration not stated),8.0%,-2.1,-1.8%[57.5 µM],-6.3%,1.6%,-7.0%,-1.1%,/,4.8%
O=Cc1ccc(N2CCCCC2)cc1,-3.3%,0.6,i,14.9%,-19.9%,13.8%,-2.1%,-2.8,2.1%
CC1CCN(c2nc3ccc(C(=O)N4CCN(Cc5ccc6c(c5)OCO6)CC4)cc3s2)CC1,-8.5%,-0.3,-47.6%[inhibitor],4.9%,1.2%,14.0%,2.3%,0.2,-0.6%
COC(=O)C1=C(C)C(c2ccc(OC)cc2OC)NC(=O)N1 (configuration not stated),0.6%,2.3,i,0.3%,-9.3%,13.5%,2.9%,-7.5,-0.7%
CC(=O)N1CCN(c2ccccc2NC(=S)NC(=O)c2cc3ccccc3o2)CC1,9.5%,-4.1,i,-15.3%,-22.4%,9.1%,-26.1%,1.8,16.3%

Rewritten with values under each structure: part of the list above.
The line under a structure holds: EPAC1 ag	IL-2 act	PTHR1 ag	GLP-1R inv ag	HEK293 tox	EPAC1 antag	PLK1 PBD block	PI5P4K alpha inh	GLP1R ag
> O=C(COC(=O)c1cc(Cl)nc(Cl)c1)NCc1ccc2c(c1)OCO2
  2.7%	0.8	-22.2%	4.6%	-3.8%	9.2%	-10.6%	-5.3	0.8%
> C=CC[C@H](CC(=O)N[C@H](CO)Cc1ccccc1)C(=O)N[C@@H](COC(=O)[C@@H](CC=C)Cc1ccc(F)cc1)Cc1c[nH]c2ccccc12
  -4.5%	-2.4	22.9%	?	-2.3%	-9.7%	-13.8%	-0.8	-3.7%

(listing goes on)
SMILES,EPAC1 ag,IL-2 act,PTHR1 ag,GLP-1R inv ag,HEK293 tox,EPAC1 antag,PLK1 PBD block,PI5P4K alpha inh,GLP1R ag
Cc1nn(Cc2ccccc2)c(C)c1NC(=O)CCC(=O)O,1.0%,3.6,-13.5%[57.5 µM],13.4%,0.7%,-3.5%,-8.7%,-7.3,-15.0%
CC(=O)c1cccc(S(=O)(=O)N2CCCC(c3nc4c(nnn4Cc4ccc(C)cc4)c(=O)[nH]3)C2)c1 (configuration not stated),-2.2%,0.7,-15.0%,77.5%[activator],-17.5%,-2.1%,-19.6%,2.1,29.7%
CCC1Oc2ccccc2N(CC(=O)Nc2ccc3c(c2)OCCO3)C1=O (configuration not stated),14.9%,-1.4,-26.2%,5.5%,0.9%,-14.4%,-8.0%,/,-9.6%
CC(C)CCN1CCN(Cc2cc(F)ccc2-n2cccn2)CC1CCO (configuration not stated),-4.2%,1.1,i,-13.6%,-4.0%,5.7%,-6.9%,-9.9,4.5%
C[C@@H]1CC[C@@]2(O[C@@H](CCO)C[C@H](O)[C@H]2O)O1,-10.1%,-1.1,-12.6%,27.7%,-3.9%,9.0%,-1.1%,7.3,-5.7%
CCOC(=O)N1CCN(CC(O)COC2CC(C)CCC2C(C)C)CC1 (configuration not stated),-13.1%,0.1,-4.7%,?,-12.9%,-2.4%,-1.1%,11.6,1.2%
CCCN(Cc1cc2ccc(C)cc2[nH]c1=O)C(=O)c1ccccn1,2.4%,1.3,?,6.9%,4.7%,-6.9%,?,-29.1,7.3%
COc1ccc(N(C(=O)c2snc(C(N)=O)c2N)C(C(=O)NC2CCCC2)c2ccco2)cc1OC (configuration not stated),5.1%,-0.3,-11.6%,75.2%[activator],19.9%,-9.8%,-11.4%,-1.4,16.8%
COc1ccccc1CN1CC(C(=O)NCCn2nc(C)cc2C)CCC1=O (configuration not stated),-6.0%,0.9,-16.9%,16.3%,4.9%,5.1%,1.3%,-2.0,-6.8%
O=C(CCNC(=O)c1ccccc1Cl)NN=Cc1ccco1,6.6%,-0.1,i,2.1%,1.7%,-20.1%,-4.0%,-9.7,-7.0%

Continuation:
SMILES,EPAC1 ag,IL-2 act,PTHR1 ag,GLP-1R inv ag,HEK293 tox,EPAC1 antag,PLK1 PBD block,PI5P4K alpha inh,GLP1R ag
CSc1ccc(C(O)c2ncc(-c3cccc(OCc4ccccc4)c3)[nH]2)cc1 (configuration not stated),0.3%,-0.8,i,?,-5.5%,-7.2%,-2.2%,3.2,-3.7%
COC(=O)CN1C(=O)N/C(=C/c2cc(Cl)c(OC)c(OC)c2)C1=O,-0.7%,2.4,-55.8%[inhibitor],36.8%[activator][7.66 µM],-6.9%[7.66 µM],-6.8%,0.6%,-6.0,0.2%
CC(C)(C)c1ccccc1NC(=O)COC(=O)CN1C(=O)NC2(CCCC2)C1=O,-0.4%,1.7,i,-15.3%,-0.9%,-14.9%,-11.7%,1.7,-2.7%
Cc1nccc(-c2cc(-c3ccc(Cl)cc3Cl)no2)n1,-1.3%,0.9,-40.0%[inhibitor],33.6%[activator],3.3%,-18.1%,4.5%,-1.3,4.8%
CC(=O)OCC(=O)C1(O)CCC2C3CCC4=CC(=O)C=CC4(C)C3C(O)CC21C (configuration not stated),7.1%,-4.3,i,-36.4%,-0.4%,6.5%,5.8%,-0.9,-0.3%
O=C(NCCCN1CCOCC1)c1ccc(Sc2cccc(Cl)c2)c([N+](=O)[O-])c1,0.0%,1.1,i,-64.1%,?,8.9%,-1.0%,14.8,0.9%
COc1ccc2oc(C(=O)OCC(=O)N3CC(C)OC(C)C3)c(C)c2c1 (configuration not stated),-2.8%,-1.1,?,10.2%,-5.8%,3.1%,-6.2%,0.2,-2.5%
C=CCn1c(C)cc(-c2csc(NC(=O)CCc3nc4ccccc4c(=O)[nH]3)n2)c1C,6.1%,-4.1,-8.2%,2.0%,1.0%,12.2%,-3.4%,-1.0,-1.9%
O=C(CSc1nnc(-c2cccnc2)o1)Nc1nccs1,?,-1.0,i,-15.4%,?,-3.3%,-8.7%,-1.8,-2.6%
Cc1c(Cl)cccc1NC(=O)CCCn1cnc([N+](=O)[O-])n1,5.5%,-1.8,i,22.1%,4.0%,?,-13.7%,-0.1,18.6%
COc1ccc(C(CNC(=O)c2ccc(S(=O)(=O)Nc3ccccc3C)cc2)N2CCOCC2)cc1 (configuration not stated),-7.6%,-0.6,-24.2%,11.3%,4.5%,0.7%,-1.3%,-7.1,-0.1%
CCOc1ccc(C(=O)N(CC)CC(=O)Nc2ccc3c(c2)OCCO3)cc1,-17.2%,1.1,-17.9%,5.4%,-0.2%,1.5%,1.5%,-0.4,-1.3%
